Compound activity from PubChem BioAssay.
mHTT-CaM PPI inh – mutant huntingtin-calmodulin interaction inhibitors – biochemical, AlphaScreen, primary screen; P42858; AlphaScreen His-mHTT/GST-CaM binding, luminescence; inhibition, % at 15 µM; hit rate 3.6% among 190,000;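 also: 0% = both proteins with DMSO and 100% = one protein alone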
Pf apPOL block – Pf-apPOL inhibitors, biochemical, fluorescence. Plasmodium falciparum apicoplast DNA polymerase (apPOL). Recombinant Pf-apPOL, molecular beacon fluorescence, 1.5 h. inhibition, % at 10 µM. hit rate 0.25% among 210,000. AID 1794808, 2022
* marks the source's active call; other numbers are inactive results; / = not tested or not shown; & = joins results of further samples. Rule as the data show it: active = inhibition above about 50%; inactive = the rest. A portion of the library; rates above refer to the full screens.

Each structure is followed by: mHTT-CaM PPI inh | Pf apPOL block
> CC(C)C1N2CC3([N+](=O)[O-])CN1CC([N+](=O)[O-])(C2)C3(C)C (stereo not given)
→ -2 | 2
> COc1cccc2c1OC1(C)CC2NC(=O)N1c1ccc(C)c(Cl)c1 (stereo not given)
→ 6 | -3
> N#Cc1c(SCC(=O)c2ccc(Cl)s2)sc2c(O)cc(=O)[nH]c12
→ 63* | /
> CC(=O)c1cccc(NC(=O)C2CCN(S(=O)(=O)c3ccc(F)cc3)CC2)c1
→ -3 | 6
> CCc1ccc(NC(=O)C(CC)Sc2nc3ccsc3c(=O)n2CCC(=O)O)cc1 (stereo not given)
→ 14 | -8
> Cc1csc(CN2CCN(C(=O)CC(c3ccccc3)c3ccccc3)CC2)n1
→ -6 | -6
> COc1ccc([N+](=O)[O-])cc1NCN1C(=O)NC(C)(C)C1=O
→ 8 | 3
> CCOC(=O)CN1CC23C=CC(O2)C(C(=O)NCc2ccc(F)cc2)C3C1=O (stereo not given)
→ -10 | -1
> COc1ccc(C2NC(=O)c3ccccc3O2)cc1OC (stereo not given)
→ 2 | 8
> C=CCOc1ccc(/C=C2/C(=O)ON=C2C)cc1OC
→ 87* | -4
> CCCCOC(=O)Nc1ccc([N+](=O)[O-])cc1
→ 0 | 2
> COc1ccc(OC)c(-n2c3nc(=O)[nH]c(=O)c-3cc3ccccc32)c1
→ 2 | 2
> Clc1ccc(-c2nc(-c3cccnc3)no2)cc1Cl
→ -10 | 4
> O=C(Nc1ccc(F)c(F)c1)C1Oc2ccccc2NC1=O (stereo not given)
→ -9 | 0
> COc1ccc(CNC(=O)C2CCN(C(=O)c3ccc(F)cc3)CC2)cc1
→ 1 | -4

5 records picked at random from the list so far, as already listed:
Each structure is followed by: mHTT-CaM PPI inh | Pf apPOL block
> CC(C)C1N2CC3([N+](=O)[O-])CN1CC([N+](=O)[O-])(C2)C3(C)C (stereo not given)
→ -2 | 2
> Clc1ccc(-c2nc(-c3cccnc3)no2)cc1Cl
→ -10 | 4
> COc1ccc(CNC(=O)C2CCN(C(=O)c3ccc(F)cc3)CC2)cc1
→ 1 | -4
> COc1ccc(C2NC(=O)c3ccccc3O2)cc1OC (stereo not given)
→ 2 | 8
> CC(=O)c1cccc(NC(=O)C2CCN(S(=O)(=O)c3ccc(F)cc3)CC2)c1
→ -3 | 6

Other compounds.
Each structure is followed by: mHTT-CaM PPI inh | Pf apPOL block
> Nc1cccc(Oc2ccc3c(c2)C(=O)N(CCO)C3=O)c1
→ 0 | -9
> Cc1cc(C)c(S(=O)(=O)N2CCN(c3ccc([N+](=O)[O-])cc3)CC2)c(C)c1
→ 2 | -6
> Nc1cc(S(=O)(=O)c2ccc(Br)c(N)c2)ccc1Br
→ 10 | 5
> Cc1ccc(C)c2c(OCC(=O)N(c3ccccc3)C3CCCCC3)ccnc12
→ / | -7
> CCCC1CCC2(CC1)CC[C@H]2OC(=O)Nc1cccc(Cl)c1 (stereo not given in full)
→ -61 | -4
> O=C(NCCN1CCCC1)c1ccc2c(c1)NC(=O)C(N1CCCC1)S2 (stereo not given)
→ 2 | -9
> CN(C)C(=S)c1ccc(C#N)cc1
→ -2 | /
> COc1cccc(-n2nc(C(=O)Nc3ccc(F)cc3Cl)c3ccccc3c2=O)c1
→ -6 | -19
> CC(=O)N1CCCCC1c1nc(-c2cccnc2)no1 (stereo not given)
→ 10 | 4
> COC(=O)Cc1nc(NC(=O)c2nc(-c3ccccc3)oc2C)sc1C
→ / | -7
> COc1cccc(/C=C2\N=C(c3cc(OC)cc(OC)c3)OC2=O)c1
→ 12 | 3
> Cc1cc(Br)ccc1OCC(=O)NC1CC(C)(C)NC(C)(C)C1
→ 0 | -5
> CC12CCC(C(=O)NCCc3ccccc3)(c3nc4ccccc4nc31)C2(C)C (stereo not given)
→ -9 | -2
> Clc1ccc2nc(N3CCOCC3)nc(-c3ccccc3)c2c1
→ -40 | -3
> O=C(C1CCN(c2nc3ccc(-c4ccncc4)nc3s2)CC1)N1CCCCC1
→ 20 | -2
> CC1=C(C(=O)Nc2ccc(F)cc2F)C(c2ccc(Cl)cc2)C2=C(CC(C)(C)CC2=O)N1 (stereo not given)
→ -29 | -8
> Cc1cc(OCC(=O)Nc2ccc(-c3nc4ncccc4o3)cc2)ccc1Cl
→ 7 | -80
> CCCn1c(N2CCC(C(=O)N3CCCCC3)CC2)nc2ccccc21
→ -1 | -7
> Clc1ccc(C2CC(c3ccc(I)cc3)Nc3nnnn32)cc1 (stereo not given)
→ 23 | 4
> COc1cccc(CN2C[C@@]34C[C@@H](c5ccc(C(C)=O)cc5)[C@@H](C[C@@H]3S2(=O)=O)O4)c1
→ 13 | -4
> CCN(c1ccc(OC)cc1)S(=O)(=O)c1ccc2[nH]c3c(c2c1)CCCCC3
→ 70* | -3
> Cc1ccc(C2CC(c3ccc4c(c3)OCO4)=NN2S(C)(=O)=O)o1 (stereo not given)
→ -1 | 0
> COc1cc(C(=O)Nc2ccc(S(=O)(=O)Nc3ccc(C)cc3C)cc2)cc(OC)c1OC
→ 15 | -5
> O=C(Cn1cnnn1)Nc1cc([N+](=O)[O-])cc2oc(-c3ccccc3)cc12
→ 7 | -2
> FC(F)(F)c1cc(Cl)c(NN=Cc2cccs2)c(Cl)c1
→ / | 0
> COc1ncccc1CNC(=O)CCc1nc2ccccc2[nH]1
→ -8 | 2
> Cc1ccc(C(=O)Nc2cc(=O)n(C)c(=O)n2C)o1
→ 1 | 1
> CCC(=O)N1CCN(C(C(=O)N2CCSCC2)C2CCCC2)CC1 (stereo not given)
→ 2 | -1
> COc1ccc(S(=O)(=O)N2CCCc3cc(NC(=O)Cc4cccs4)ccc32)cc1
→ 6 | 2
> O=c1cc(CO)oc(C(Nc2ccccn2)c2ccc(F)cc2)c1O (stereo not given)
→ 33 | -2
> O=C(c1ccc(OCC2CCCN2C(=O)c2ccccc2Cl)cc1)N1CCOCC1 (stereo not given)
→ 8 | 12
> O=C(COc1ccccc1)N1CCCC(COc2ccc(C(=O)N3CCOCC3)cc2)C1 (stereo not given)
→ 5 | -3
> CCOC1=NN(c2ccc([N+](=O)[O-])cc2)C(=O)/C1=C/c1ccccc1OC
→ 23 | -2
> CN(C)C(=O)c1cc(=O)[nH]c2ccccc12
→ 0 | -1
> COc1ccccc1Nc1ncc(C(=O)NCc2cccnc2)c2ccccc12
→ -43 | -7
> O=c1c2cnn(Cc3ccccc3F)c2ncn1Cc1ccccn1
→ -1 | -7
> CC1CCc2nn(CC(=O)Nc3ccc4c(c3)OCO4)c(=O)cc2C1 (stereo not given)
→ 0 | -1
> O=C(O)C1CCCCC1C(=O)Nc1ccc(S(=O)(=O)Nc2nccs2)cc1 (stereo not given)
→ 0 | -2
> CCC(=O)NCc1nc2c(n1CC)CN(S(=O)(=O)c1cccc(C)c1)CC2
→ 8 | -6
> Cn1c(=O)c(N2CCN(C(=O)CCC3CCCCC3)CC2)nc2ccncc21
→ 5 | 4
> Oc1ccc2cc(Br)ccc2c1Br
→ 10 | /
> Cc1ccc(NC(=O)CSC2=NN3CCCC(=O)N=C3S2)cc1
→ -6 | -5
> COc1ccc(NC(=O)ON=c2oc3cc4c(cc3c3c2CCC3)CCC2(CCCCC2)O4)cc1OC
→ 2 | -4
> COc1ccc(Cl)cc1NC(=O)C1CCN(C(=O)Cc2ccccc2)CC1
→ 16 | -2
> COc1ccc(S(=O)(=O)Nn2cnnc2)cc1
→ -5 | 4
> Cc1cc(C2CCCN2C(=O)c2cnn3c(C(F)(F)F)cc(-c4ccccc4)nc23)on1 (stereo not given)
→ 7 | 1
> CCC(C)NC(=O)c1c(Cl)ccc(Cl)c1OC (stereo not given)
→ -5 | -6
> COCCNC(=O)CSc1nc2ccccc2c(=O)n1Cc1ccc2c(c1)OCO2
→ 1 | -6
> O=S(=O)(CCc1ccccc1)NCC(O)Cc1ccccc1 (stereo not given)
→ -9 | -7
> COc1ccc(-c2cnc(-c3c(O)c(C)nc4ccccc34)o2)cc1
→ 60* | -1
> Cc1ccc(S(=O)(=O)N2CCN(S(=O)(=O)c3ccccc3)C2C(C)C)cc1 (stereo not given)
→ -14 | 2
> COc1ccc2nc(N3CCCC(C(=O)NCc4ccc(F)cc4)C3)[nH]c2c1 (stereo not given)
→ 6 | -5
> CNCC(=O)N1CCC(c2nncn2-c2ccccc2)CC1
→ 1 | 8
> CC1CCCCC1NC(=O)CC(C(=O)N1CCc2ccccc21)n1ccnc1 (stereo not given)
→ -9 | -10
> O=C(Cc1ccccc1)NCCc1nc2ccccc2n1Cc1ccccc1F
→ 17 | 1
> O=C1C(=O)N(Cc2ccccc2Cl)c2ccc(Br)cc21
→ 86* | -2
> Cc1ccccc1-c1noc(-c2c(O)c3cc(F)ccc3n(C)c2=O)n1
→ -2 | 3
> CC(=O)NC1=NN(C(C)=O)C2(S1)C(=O)N(C(C)=O)c1ccccc12 (stereo not given)
→ 5 | -3
> Cc1noc(C)c1S(=O)(=O)N1CCC(C(C)C(=O)NCc2ccc(F)cc2)CC1 (stereo not given)
→ -6 | 3
> O=C1OC(Nc2ccc(Br)cc2)c2ccccc21 (stereo not given)
→ 1 | 7

The list goes on:
Each structure is followed by: mHTT-CaM PPI inh | Pf apPOL block
> OC(C#CC1(O)CCCCC1)c1ccco1 (stereo not given)
→ -2 | /
> CCN1CCN(C(=O)C2COC3(CCCCC3)N2C(=O)c2ccccc2)CC1 (stereo not given)
→ -2 | -2
> CN(c1nc2ccccn2c(=O)c1/C=C1\SC(=S)N(CC2CCCO2)C1=O)C1CCCCC1 (stereo not given)
→ 33 | /
> CC(NC(=O)Nc1ccccc1)c1cccs1 (stereo not given)
→ -8 | -1
> O=C(Cc1csc(SCC(=O)Nc2ccc(Cl)cc2)n1)NCc1ccccn1
→ -4 | -9
> Cc1cc(C=C2N=COC2=O)ccc1C(F)(F)F
→ / | -6
> COCCNc1nc(C)nc2c1CCC2
→ 0 | 1
> OC(C#CC(O)(c1ccccc1)c1ccccc1)c1cccs1 (stereo not given)
→ -1 | -4
> C=CCOc1ccccc1CN(CCN(C)C)Cc1ccccc1
→ -6 | 0
> COc1ccc(N2C(C)=CC(=C(C#N)c3nc4ccccc4s3)C=C2C)c([N+](=O)[O-])c1
→ 1 | -3
> Cc1noc(C(F)(F)F)c1C(=O)ON=C(N)c1ccc(C(F)(F)F)cc1
→ / | -7
> CCCc1cc(-n2ccnc2C)n2c(nc3ccccc32)c1C#N
→ -3 | -2
> CCC(=O)NCC1CCCN(C(=O)Nc2ccc(C)cc2C)C1 (stereo not given)
→ -2 | 4
> CCN1C(=O)CCc2cc(NC(=O)C3CCCC3)ccc21
→ -8 | -7
> Cc1ccccc1C(=O)N1CCc2nc(Cc3cccc(F)c3)[nH]c(=O)c2C1
→ 8 | -1

Next compounds
SMILES,mHTT-CaM PPI inh,Pf apPOL block
COc1ccc(C(=O)Nc2ccc(S(N)(=O)=O)cc2)cc1OC,-2,0
O=C(c1cc(Br)ccc1Cl)N1CCN=C1SCc1cccnc1,-4,6
Cc1cccc(CS(=O)(=O)Cc2ccc(C(=O)NCCCN3CC(C)CC(C)C3)o2)c1 (stereo not given),-4,-10
CC(=O)N1c2ccccc2CC1S(=O)(=O)O (stereo not given),/,-2
Cc1cccc2c(=O)n(C3CCN(S(=O)(=O)c4ccccc4F)CC3)cnc12,-2,-4
Cn1nc(-c2nc(C3CC3)no2)c2c1CCN(C(=O)Nc1ccccc1C(F)(F)F)C2,17,2
COc1ccc(-n2nc(C(=O)NCc3ccccn3)c3ccccc3c2=O)cc1Cl,1,-4
FC(F)(F)COc1nc(Cl)nc(Nc2ccccc2)n1,86*,-4

By substructure: the entries above with a COOH group (2)
SMILES,mHTT-CaM PPI inh,Pf apPOL block
CCc1ccc(NC(=O)C(CC)Sc2nc3ccsc3c(=O)n2CCC(=O)O)cc1 (stereo not given),14,-8
O=C(O)C1CCCCC1C(=O)Nc1ccc(S(=O)(=O)Nc2nccs2)cc1 (stereo not given),0,-2

Remaining list, next part.
SMILES,mHTT-CaM PPI inh,Pf apPOL block
COc1ccccc1CNC(=O)CCSCc1ccccc1Cl,-5,-21
CC(C)COc1ccc(C(N)CC(=O)O)cc1 (stereo not given),5,-3
Cc1ccc(C(=O)N2CCN(c3nnc4cccc(C)n34)CC2)cc1,1,3
CC1=C(C(=O)Nc2ccccc2C)C2(CCCCCC2)OC1=O,-8,-2
CCOc1ccc(NC(=O)C(=O)NCCCc2ccccc2)cc1,-11,-4
O=C(Nc1cccc(Cl)c1)c1csc(-c2ccc(N3CCCC3)nc2)n1,-12,0
Cc1ccc(S(=O)(=O)c2nc(C)oc2N2CCOCC2)cc1,2,-2
CN1c2c(Cl)cccc2C(=O)NC12CCN(C(=O)c1ccccc1)CC2,4,0
COc1ccc2[nH]cc(CCN3CC(C(=O)Nc4ccc(C)cc4C)CC3=O)c2c1 (stereo not given),12,-3
CCn1c(=O)c2c(ncn2CC(C)C)n(-c2cccc(C)c2)c1=O,9,-2
CC(C)(C)NC(=O)C1CCN(c2ccc(Br)cc2)C1=O (stereo not given),-3,-4
CN1CCN(C(=O)CN(c2cccc([N+](=O)[O-])c2)S(=O)(=O)c2ccccc2)CC1,0,-5
COc1cccc(CNC(=O)c2ccnc(N3CCNC(c4ccccc4)C3)c2)c1 (stereo not given),0,7
CCOc1ccc(N2C(=O)C(N3C(=O)c4ccccc4C3=O)C2c2cccc(OC)c2)cc1 (stereo not given),9,1
CC(=O)OCC1OC(n2ncc(=O)[nH]c2=O)C(OC(C)=O)C1OC(C)=O (stereo not given),/,-4
Cc1ccc(C2CC(=O)Oc3cc(C)c(Cl)cc32)cc1 (stereo not given),-1,-7
Cc1noc(CNC(=O)CCCN2C(=O)c3ccccc3C2=O)n1,-7,-5
Cc1ccc(/C=C2/SC(=Nc3ccccc3Cl)NC2=O)cc1,15,-14
CCc1ccc(NC(Nc2ccc(CC)cc2)=C(S(=O)(=O)CC)S(=O)(=O)CC)cc1,-7&-4,0&-4
N=C1S/C(=C\c2ccccc2F)C(=O)N1c1ccc(F)cc1,2,8
CC(C)CC(=O)N1CCCC(c2ccnc(Nc3ccccc3)n2)C1 (stereo not given),71*,-2
COc1ccc(Br)cc1C1NC(C(=O)O)CS1 (stereo not given),16,-8
CN(C)CCN(C)Cc1ccccc1F,2,2
